miR122 inh: blocks miR-122 activity in Huh7 sensor cells. Huh7 miR-122 Renilla luciferase sensor, 48 h; neutral wells = 0, positive control = 100. activation (reporter increase), % at 12.5 µM. AID 602342. 340,000 compounds, 0.3% hits;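 active = mean replicate activation score at least 90 and every replicate individually at or above 90; inconclusive = only one of the two criteria met; inactive = neither criterion met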;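 also: higher luciferase means less miR-122 activity so hits act as miR-122 inhibitors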
ERAP1 inh: ERAP1 (human) enzyme inhibition; Q9NZ08; recombinant ERAP1, Leu-AMC fluorescence, 60 min; inhibition, % at 10.7 µM; 340,000 compounds, 0.15% hits;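 active = mean replicate inhibition of at least 30%, or all replicates individually reaching that 30% level; inactive = mean below 30% and not every replicate reaching it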;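 also: 0% = neutral control wells and 100% = L-leucinethiol positive control wells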
ERp5 block: ERp5 (human) disulfide isomerase inhibition; ERp5 insulin aggregation, absorbance 650 nm, 90 min; inhibition, % at 9.99 µM; 350,000 compounds, 0.05% hits; Q15084;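 active = mean replicate inhibition above about 25%, with every replicate also reaching it, limit read from the data, passing the limit was not always enough; inconclusive = only one of those two criteria met; inactive = neither criterion met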
Target sequence (Q15084 whole entry, looked up): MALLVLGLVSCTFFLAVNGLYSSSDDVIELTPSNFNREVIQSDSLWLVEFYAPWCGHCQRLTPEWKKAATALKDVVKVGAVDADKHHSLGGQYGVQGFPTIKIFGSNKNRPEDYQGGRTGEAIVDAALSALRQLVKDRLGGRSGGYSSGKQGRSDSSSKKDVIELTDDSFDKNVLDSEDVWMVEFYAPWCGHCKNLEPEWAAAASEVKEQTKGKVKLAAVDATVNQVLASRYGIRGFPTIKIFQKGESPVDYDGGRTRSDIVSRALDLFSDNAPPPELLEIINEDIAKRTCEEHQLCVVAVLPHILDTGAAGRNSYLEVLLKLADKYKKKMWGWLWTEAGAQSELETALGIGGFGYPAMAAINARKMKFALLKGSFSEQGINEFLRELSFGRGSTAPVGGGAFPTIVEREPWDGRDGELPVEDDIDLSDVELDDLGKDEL
CFTR F508del cor: correctors of CFTR F508del function in bronchial epithelial cells | CFBE cells, YFP halide quenching; stimulated with forskolin plus potentiator P3; % fluorescence drop versus neutral controls | activity (quench increase), % at 7.58 µM | 350,000 compounds, 0.36% hits;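 active = mean added fluorescence quench of at least 8% versus neutral control, with both replicates also reaching 8%; inconclusive = only one of the mean or replicate conditions met; inactive = mean below 8% and not both replicates reaching 8%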;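 also: cells transiently co-express mutant CFTR-F508del with the halide-sensitive YFP; corrector assay measuring rescue of mutant channel to the surface after 24 h compound exposure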
DENV2 CPE: inhibitors of DENV2 cytopathic effect; AID 651640; 350,000 compounds, 1.7% hits; CPE inhibition, % at 9.99 µM; DENV2-infected cells, cytopathic effect rescue, plate reader; in the data active = CPE inhibition above about 20%, passing the limit was not always enough; inconclusive = no clear call, values can overlap the other calls; tested in BHK-21 cells;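 also: 0% = median of neutral control wells and 100% = median of positive control wells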
SIRT5 inh: sirtuin-5 (human) deacylase inhibition; Q9NXA8; Purified SirT5, succinyl-peptide AMC, trypsin-coupled fluorescence; inhibition, % at 15 µM; 330,000 compounds, 1.1% hits; AID 652115; in the data active = inhibition above about 15%; inconclusive = no clear call, values can overlap the other calls
Target sequence (Q9NXA8 whole entry, looked up): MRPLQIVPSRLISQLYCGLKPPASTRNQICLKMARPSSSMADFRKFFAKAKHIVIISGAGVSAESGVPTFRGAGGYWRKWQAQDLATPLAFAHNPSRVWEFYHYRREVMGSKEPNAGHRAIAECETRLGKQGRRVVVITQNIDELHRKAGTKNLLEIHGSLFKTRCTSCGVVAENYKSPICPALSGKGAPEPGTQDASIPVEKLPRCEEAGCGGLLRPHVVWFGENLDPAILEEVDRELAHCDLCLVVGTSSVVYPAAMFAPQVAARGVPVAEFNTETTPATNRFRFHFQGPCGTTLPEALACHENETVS
CASP6 VEID inh: inhibitors of human caspase-6; P55212; purified caspase-6, Z-VEID-R110 cleavage fluorescence; inhibition, % at 12.5 µM; 350,000 compounds, 0.53% hits; AID 686996;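 active = mean inhibition across replicates at least about 35%, with every replicate also reaching that limit, limit read from the data; inconclusive = only one of the two criteria met; inactive = neither criterion met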;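 also: 0% = median of neutral control wells and 100% = no fluorescence left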
Target sequence (P55212 24-179 limits assumed): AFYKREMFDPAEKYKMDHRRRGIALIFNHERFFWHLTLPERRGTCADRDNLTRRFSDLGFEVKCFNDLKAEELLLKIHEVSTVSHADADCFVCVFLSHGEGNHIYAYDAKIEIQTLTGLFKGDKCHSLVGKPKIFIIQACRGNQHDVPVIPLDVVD
Target sequence (P55212 194-293 limits assumed): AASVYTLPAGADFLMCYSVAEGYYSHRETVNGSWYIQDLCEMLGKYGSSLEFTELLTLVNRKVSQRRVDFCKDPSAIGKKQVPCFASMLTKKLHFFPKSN
The depositor's hits bear a star; ? = inconclusive; . = no result given; & = joins results of further samples; [ ] = dose if it differs, or a comment. An unsorted share of the library; any-hit rate near 4%.

item	CASP6 VEID inh	ERAP1 inh	ERp5 block	CFTR F508del cor	miR122 inh	DENV2 CPE	SIRT5 inh	canonical_smiles
1	3.4	-1.7	2.5	0.5	.	?	-1.3	COC(=O)C1=C(C)N(Cc2cccc(C(F)(F)F)c2)C(=NCc2ccc3c(c2)OCO3)NC1c1cccc(F)c1 (stereo not given)
2	3.2	-3.6	0.3	-0.2	-3.5	1.9	9.9	C/C(=N\Nc1cccc(C(=O)O)c1)c1ccc(Cl)s1
3	-2.1	.	-1.2	-2.5	1.9	.	.	O=C(Nc1ncc(Br)s1)C1CCCN1S(=O)(=O)c1cccc2cccnc12 (stereo not given)
4	2.9	-3.3	7.7	-0.1	-2.1	?	-1.2	Cc1ccc(-c2noc(COC(=O)c3ccco3)n2)cc1
5	.	24.3	-0.8	-0.1	-3.0	3.0	39.9*	O=C(CCCN1C(=O)/C(=C\c2ccco2)SC1=S)Nc1ccc(O)cc1C(=O)O
6	2.7	6.0	1.6	-2.9	.	14.2	3.3	CN(CC(=O)Nc1ccccc1C(F)(F)F)C(=O)Cc1ccc(S(=O)(=O)N2CCOCC2)s1
7	-1.1	-0.8	-2.4	1.4	2.9[16.7 µM]	-7.4	1.0	O=C(NCc1ccccn1)[C@H]1[C@H](CO)[C@H]2Cn3c(cccc3=O)[C@@H]1N2CC1CCCCC1
8	.	.	.	-1.3	1.6[16.7 µM]	-1.6	.	C[C@@H]1CN([C@H](C)CO)C(=O)c2cc(NS(=O)(=O)c3ccc(F)cc3)ccc2O[C@H]1CN(C)S(=O)(=O)c1ccccc1
9	-1.2	-3.6	-3.7	-0.9	.	0.8	-1.3	COC(=O)[C@H](CC(C)C)NC(=O)CCc1nnc(COc2ccccc2)o1
10	3.6	0.2	-0.9	-1.5	.	-3.3	-0.1	COc1cc(-c2nc(CN3CCN(CC(C)C)C(=O)[C@@H]3C)c(C)o2)ccc1F
11	2.8	0.6	3.6	2.4	.	8.2	-1.9	CCCNC(=O)N1CCC2(CC1)CN(C(=O)CN1CCOCC1)[C@H](CO)c1[nH]c3cc(OC)ccc3c12
12	-2.1	1.0	2.8	.	2.5[16.7 µM]	-1.8	-1.9	C[C@@H]1CN([C@@H](C)CO)C(=O)c2cc(C#CCN(C)C)cnc2O[C@@H]1CN(C)Cc1ccc(C(=O)O)cc1
13	-1.9	1.1	-2.3	0.0	6.6	-4.6	.	CC(C)[C@H](NS(=O)(=O)c1ccccc1)C(=O)Nc1nccs1
14	-6.0	4.0	2.0	-4.5	-3.9[16.7 µM]	.	6.2	Cc1ccc(S(=O)(=O)N(C)C[C@H]2OCCCC[C@H](C)Oc3ccc(NC(=O)Cc4ccccc4)cc3C(=O)N([C@@H](C)CO)C[C@@H]2C)cc1
15	-3.3	-1.8	2.6	0.1	2.2	-8.5	1.0	O=C(NCCc1c[nH]c2ccccc12)c1[nH]c(C(F)(F)F)nc1-c1ccccc1

Whole records, looked up by structure. Order of screens: CASP6 VEID inh	ERAP1 inh	ERp5 block	CFTR F508del cor	miR122 inh	DENV2 CPE	SIRT5 inh
O=C(NCCc1c[nH]c2ccccc12)c1[nH]c(C(F)(F)F)nc1-c1ccccc1 across the screens: -3.3	-1.8	2.6	0.1	2.2	-8.5	1.0
COC(=O)C1=C(C)N(Cc2cccc(C(F)(F)F)c2)C(=NCc2ccc3c(c2)OCO3)NC1c1cccc(F)c1 (stereo not given) across the screens: 3.4	-1.7	2.5	0.5	.	?	-1.3
CN(CC(=O)Nc1ccccc1C(F)(F)F)C(=O)Cc1ccc(S(=O)(=O)N2CCOCC2)s1 across the screens: 2.7	6.0	1.6	-2.9	.	14.2	3.3
Cc1ccc(-c2noc(COC(=O)c3ccco3)n2)cc1 across the screens: 2.9	-3.3	7.7	-0.1	-2.1	?	-1.2
COc1cc(-c2nc(CN3CCN(CC(C)C)C(=O)[C@@H]3C)c(C)o2)ccc1F across the screens: 3.6	0.2	-0.9	-1.5	.	-3.3	-0.1

Other structures follow:
item	CASP6 VEID inh	ERAP1 inh	ERp5 block	CFTR F508del cor	miR122 inh	DENV2 CPE	SIRT5 inh	canonical_smiles
16	-3.2	-0.8	2.0	-3.0	.	-3.3	-2.8	COc1cccc(N(CC(=O)NCCSCc2ccc(Cl)cc2)S(C)(=O)=O)c1
17	-3.7	-1.2	-1.4	-1.7	-2.9	-2.3	-2.1	O=C(N=C1SC2CS(=O)(=O)CC2N1c1ccccc1)c1ccccc1 (stereo not given)
18	0.1	-0.3	-0.6	-1.9	-6.8	5.3	-11.8	CC(=O)NC(c1ccccc1)c1nc(-c2ccc(S(C)(=O)=O)cc2)cs1 (stereo not given)
19	-3.7	-2.2	1.5	-1.3	-5.4[16.7 µM]	-3.5	-3.6	CC(C)NC(=O)N(C)C[C@H]1OCCCC[C@@H](C)Oc2ccc(NC(=O)c3ccncc3)cc2C(=O)N([C@H](C)CO)C[C@@H]1C
20	-2.3	-1.3	6.5	-0.2	.	-3.7	-1.7	COc1ccc2c3c(n(C)c2c1)[C@@H](CO)N(C(=O)Nc1cccc(F)c1)CC31CN(C)C1
21	-3.4	3.5	13.2	1.5	-3.7	-4.2	.	Clc1ccc(CNc2ncnc3[nH]ncc23)c(Cl)c1
22	2.2	1.7	18.2	0.5	43.4[16.7 µM]	1.3	2.7	C[C@H]1CN([C@@H](C)CO)C(=O)c2cccc(NC(=O)C3CC3)c2O[C@@H]1CN(C)Cc1ccc(Cl)c(Cl)c1
23	0.8	-2.7	3.7	-6.0	-11.0	2.5	.	O=C(COC(=O)COc1ccc(Br)cc1)NC1CCS(=O)(=O)C1 (stereo not given)
24	-4.1	2.5	-3.6	-1.0	.	-10.3	-2.5	Cc1cn2c(=O)c3ncn(C4OC(CO)C(O)C4O)c3n(C)c2n1 (stereo not given)
25	-2.5	-1.2	-1.8	-0.5	7.4	32.0*	-2.1	COc1ccccc1N1CCN(Cc2cnc3ccc(Cl)cn23)CC1
26	.	.	0.6	-3.8	3.0[16.7 µM]	5.0	5.4	C[C@@H]1CN([C@@H](C)CO)C(=O)c2cc(NC(=O)c3ccncc3)ccc2O[C@@H]1CN(C)Cc1ccc(C(F)(F)F)cc1
27	-4.3	6.4	1.9	1.7	10.0[16.7 µM]	-9.1	1.6	O=C(Nc1ccccc1F)N1C[C@@H]2[C@H](c3ccccc31)[C@@H](CO)N2C(=O)C1CCOCC1
28	1.1	1.0	-0.9	-7.3	.	-4.4	-0.8	COc1ccc(C(=O)OCC(=O)Nc2ccc3[nH]c(=O)[nH]c3c2)c(OC)c1OC
29	-0.8&0.6	-0.6&-0.6	3.5&7.9	-2.3&6.3	-1.7[16.7 µM]	-4.1&-1.6	12.8&-4.7	C[C@H](CO)N1C[C@H](C)[C@@H](CN(C)S(=O)(=O)c2cn(C)cn2)Oc2ccc(NC(=O)NC3CCCCC3)cc2C1=O
30	-1.1	1.5	-6.7	1.5	-6.9	-3.7	.	NCCCC[C@@H](C(=O)N1CCNCC1)n1cc(CCC(=O)O)nn1

5 compounds from above, showing only CASP6 VEID inh, CFTR F508del cor and miR122 inh.
| entry | compound | CASP6 VEID inh | CFTR F508del cor | miR122 inh |
| --- | --- | --- | --- | --- |
| 17 | O=C(N=C1SC2CS(=O)(=O)CC2N1c1ccccc1)c1ccccc1 (stereo not given) | -3.7 | -1.7 | -2.9 |
| 18 | CC(=O)NC(c1ccccc1)c1nc(-c2ccc(S(C)(=O)=O)cc2)cs1 (stereo not given) | 0.1 | -1.9 | -6.8 |
| 19 | CC(C)NC(=O)N(C)C[C@H]1OCCCC[C@@H](C)Oc2ccc(NC(=O)c3ccncc3)cc2C(=O)N([C@H](C)CO)C[C@@H]1C | -3.7 | -1.3 | -5.4[16.7 µM] |
| 20 | COc1ccc2c3c(n(C)c2c1)[C@@H](CO)N(C(=O)Nc1cccc(F)c1)CC31CN(C)C1 | -2.3 | -0.2 | . |
| 21 | Clc1ccc(CNc2ncnc3[nH]ncc23)c(Cl)c1 | -3.4 | 1.5 | -3.7 |

New compounds follow:
item	CASP6 VEID inh	ERAP1 inh	ERp5 block	CFTR F508del cor	miR122 inh	DENV2 CPE	SIRT5 inh	canonical_smiles
31	1.2	-0.1	-2.4	-0.4	6.6[16.7 µM]	?	-0.6	C[C@@H]1CN([C@@H](C)CO)C(=O)c2cc(NS(C)(=O)=O)ccc2O[C@@H](C)CCCCO[C@@H]1CN(C)S(=O)(=O)c1cn(C)cn1
32	0.5	1.2	1.5	-3.0	9.0[16.7 µM]	2.7	-1.2	C[C@@H]1CN([C@H](C)CO)C(=O)CCCn2nncc2CO[C@H]1CN(C)CC1CCCCC1
33	-2.2	-0.1	5.9	-1.8	1.7	15.1	0.0	O=C(OCCc1cc2ccccc2c(=O)o1)c1ccco1
34	0.1	-3.8	-9.4	1.6	-3.0[16.7 µM]	-11.4	-6.5	CCCNC(=O)N(C)C[C@@H]1Oc2ncc(-c3ccccc3)cc2C(=O)N([C@H](C)CO)C[C@H]1C
35	-3.4	-1.5	-12.6	0.5	-4.9	1.3	-3.4	COc1ccc(OC)c(N(CC(=O)NCCSCc2ccc(C)cc2)S(C)(=O)=O)c1
36	-2.2	.	0.8	1.3	-7.6	?	.	COc1ccc(OC[C@@H](O)CNC(=O)c2cccc3c2C(=O)c2ccc(Cl)cc2S3(=O)=O)cc1
37	1.3	-2.1	1.4	0.9	.	-1.9	-3.5	NC(=S)N/N=C1\CCOc2ccc(Cl)cc21
38	1.1	-5.0	-0.2	-0.7	-7.1	-1.7	-7.7	Cc1cc(C(=O)Nc2ccc(Cl)cc2)on1
39	1.2	-1.2	0.5	-5.1	.	-3.4	1.9	CC1CN(C(=O)c2ccc(Oc3ccccc3)cc2)CC(C)O1 (stereo not given)
40	17.0	1.5	-2.9	-0.5	-0.5	-9.4	4.5	Cc1ccccc1NC(=O)CSc1[nH]c(=O)cc(C)c1C#N
41	1.2	-1.8	8.2	0.5	0.2	-4.4	-2.6	CCOC(=O)c1ccccc1NC(=O)COC(=O)CN1C(=O)C2CC=CCC2C1=O (stereo not given)
42	1.2	-4.8	4.3	3.0	-1.1	-11.2	0.0	Cn1c(CCn2ccccc2=O)nc2cc(NC(=O)COc3ccccc3)ccc21
43	1.3	-0.4	3.0	1.1	-2.4	-0.2	-7.2	O=C(C1CCN(S(=O)(=O)c2ccccc2F)CC1)N1CCN(Cc2ccc3c(c2)OCO3)CC1
44	-0.4	2.2	-0.4	-0.1	72.0	2.8	-0.2	Cc1cc(S(=O)(=O)NC2CCCCC2)ccc1OCC(=O)NCc1cccnc1
45	3.1	-0.7	-0.4	-1.4	.	-12.3	-0.5	CN(C)CCCNC(=O)C[C@@H]1CC[C@@H](NS(=O)(=O)c2ccc(F)cc2)[C@H](CO)O1
46	-1.4	-0.2	-0.4	-1.9	-1.7	-1.1	.	Nc1cc(=O)[nH]c(SCC(=O)NCCC2=CCCCC2)n1
47	-2.0	-1.7	-2.2	-0.9	-1.2	0.3	-2.4	Cc1ccc(NC(=O)CCC(=O)NNC(=O)NC2CCCCC2)c(C)c1
48	-0.3	1.1	-4.8	.	.	11.3	-4.8	Cc1ccc(C(=O)N/N=c2\sc3ccccc3n2C)cc1
49	-23.4	-2.5	0.1	2.6	-8.0	8.4	-4.2	Cc1ccc(S(=O)(=O)N2CCC(N3CCN(C)CC3)CC2)cc1Cl
50	4.2	0.0	-4.0	1.2	-1.4	1.6	1.3	COc1cccc(-c2nnn(CC(=O)N3CCC(C)CC3)n2)c1
51	2.4	-4.6	1.6	0.3	2.2	0.7	-3.7	COc1cccc(C(=O)CN2C(=O)C(C)(C)Oc3ccc(C(=O)N4CCOCC4)cc32)c1
52	1.4	-0.4	3.1	-4.6	12.5	-4.5	-0.6	C=CCN(c1cccc(C(F)(F)F)c1)S(=O)(=O)c1cccc(C(=O)OCC(=O)NC(N)=O)c1
